# DRD3 agonist – D3 dopamine receptor (human) agonism; P35462; D3R DiscoveRx beta-arrestin cells, luminescence, 90 min; max activation, %; hit rate 0.58% among 410,000; AID 652048; in the data active means max activation above about 30%; further: 0% is about no effect; mostly tested at two doses, the higher about 12 µM
# Target sequence (P35462 whole entry, looked up): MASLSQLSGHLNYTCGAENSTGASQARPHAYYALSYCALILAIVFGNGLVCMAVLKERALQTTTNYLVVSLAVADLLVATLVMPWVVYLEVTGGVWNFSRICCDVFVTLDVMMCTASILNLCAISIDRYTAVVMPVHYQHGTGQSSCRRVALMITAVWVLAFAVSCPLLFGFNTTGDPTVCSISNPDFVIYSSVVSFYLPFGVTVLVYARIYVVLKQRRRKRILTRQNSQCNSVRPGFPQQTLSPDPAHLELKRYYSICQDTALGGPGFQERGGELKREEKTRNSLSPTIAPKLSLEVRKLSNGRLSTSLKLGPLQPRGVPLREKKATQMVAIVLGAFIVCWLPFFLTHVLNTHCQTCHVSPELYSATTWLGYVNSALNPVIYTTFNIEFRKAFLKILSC
#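 Agonist mode: compounds and dopamine controls were applied to plated cells for 90 min at 37 degrees C after an overnight attachment at 1500 cells/well. Luminescent read-out followed 30 - 60 minutes at room temperature with DiscoveRx detection reagent.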
# HT1080-NT tox – kills 2HG-producing HT-1080-NT fibrosarcoma cells | HT-1080-NT fibrosarcoma viability, CellTiter-Glo ATP luminescence, 48 h | Potency, µM (highest dose often 46.1 µM), without a hit: top-dose activity, negative = less viability, usual class: cytotoxic | hit rate 1.6% among 360,000;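 further: NT is the 2HG producing partner of a matched IDH1 knockdown line; potency means the concentration at half of the fitted maximal effect; 0% = DMSO-treated cells and -100% = media-only wells without cells; nearly all actives have a fitted effect of over 55% in size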
#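 Toxicity toward the 2HG-producing NT line was scored as %Activity, normalised to DMSO and no-cell wells, from CellTiter-Glo luminescence after 48 hours' treatment.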
# IL1B secr inh – blocks inflammasome-driven IL-1 beta release; hit rate 4.7% among 360,000; THP-1 LPS/ATP IL-1B secretion, AlphaLISA, 16 h; stronger effect = lower value; activity change, % at 57.5 µM; AID 743279; in the data active means activity change below about -50%; inconclusive means mostly about -30% to -49%; further: on the % scale 0 is the no-effect control and ±100 the full control effect
#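 THP-1 cells pretreated 1 hr with compounds (up to 57.5 uM final), then stimulated with LPS (250 ng/mL final) plus ATP (1.25 mM final); secreted IL-1B measured by AlphaLISA after 16 hr, decreased signal indicating inhibition.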
# GLP-1R agonist – activates the human GLP-1 receptor | P43220 | HEK293 GLP-1R CRE-luciferase, luminescence, 4-6 h; cells express a hypersensitive GLP-1R form | Potency, µM (top dose mostly 45.6 µM), inactives show at the highest dose activation, actives largely listed as activators | hit rate 0.007% among 380,000 | AID 624172; further: potency means the concentration at half of the fitted maximal effect; % of control where 0% means no effect
# Target sequence (P43220 whole entry, looked up): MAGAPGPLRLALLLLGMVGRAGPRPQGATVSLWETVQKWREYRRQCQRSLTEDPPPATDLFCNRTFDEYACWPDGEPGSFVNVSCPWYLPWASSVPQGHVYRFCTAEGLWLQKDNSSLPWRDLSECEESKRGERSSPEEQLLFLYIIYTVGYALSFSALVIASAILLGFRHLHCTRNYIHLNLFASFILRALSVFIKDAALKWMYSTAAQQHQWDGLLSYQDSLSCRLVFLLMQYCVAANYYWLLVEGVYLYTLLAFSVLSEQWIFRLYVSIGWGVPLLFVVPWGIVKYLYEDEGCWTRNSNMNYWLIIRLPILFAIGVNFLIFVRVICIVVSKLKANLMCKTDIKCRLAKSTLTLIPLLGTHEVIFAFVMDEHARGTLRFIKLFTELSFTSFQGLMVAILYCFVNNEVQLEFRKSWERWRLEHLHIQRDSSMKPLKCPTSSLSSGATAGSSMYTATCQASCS
# HT1080 IDH1KD tx – kills HT-1080 cells with IDH1 knockdown | Potency, µM (doses to about 46.1 µM), for the others: at the top dose activity, negative = toxicity, actives largely listed as cytotoxic | HT-1080 IDH1 knockdown viability, ATP luminescence, 48 h | hit rate 2% among 360,000;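 further: potency means the concentration at half of the fitted maximal effect; 0% = DMSO wells and -100% = cell-free medium wells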
#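 CellTiter-Glo luminescence after 48 h compound exposure at 37 degrees C of IDH1-knockdown HT-1080 cells in 5% FBS RPMI. %Activity scaled between DMSO wells and cell-free media wells, with curves fitted and assigned curve classes.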
# SW480 rereplic – induces DNA re-replication in SW480 colon adenocarcinoma cells. SW480 DNA re-replication, Hoechst DNA content imaging, 48 h. Potency, µM (highest dose often 46.1 µM), for the others: at the highest dose re-replication activation, usual class: activators. hit rate 1.8% among 340,000. AID 624297; further: potency means the concentration at half of the fitted maximal effect; % of control where 0% means no effect; nearly all actives have a fitted effect of over 55% in size
#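 Quantitative HTS format with DMSO vehicle controls; 48 hr drug incubation at 37 C, then 40 min Hoechst staining and scanning imager measurement at 405 nm excitation.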
# D3 antag – D3 dopamine receptor (human) antagonism; D3R cells, DiscoveRx beta-arrestin luminescence, antagonist mode; stronger effect = lower value; AID 652054; max response, negative = inhibition, %; P35462; hit rate 2.5% among 360,000; in the data active means max response below about -50%; inconclusive means no clear call, values can overlap the other calls; further: on the % scale 0 is the no-effect control and ±100 the full control effect; mostly tested at two doses, the higher about 12 µM
#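 Cells expressing the human receptor were seeded at 1500 cells/well, incubated overnight at 37 degrees C in 5% CO2, then exposed to library compounds with dopamine controls for 90 minutes at 37 degrees C before luminescent detection.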
# KB-V1 MDR tox – KB-V1 MDR subline cytotoxicity; hit rate 3.4% among 400,000; Potency, µM (doses to about 46.1 µM), for the others: top-dose activity change, negative = cytotoxicity, usual class: cytotoxic; AID 1347076; KB-V1 MDR cells viability, CellTiter-Glo, 72 h; further: potency means the concentration at half of the fitted maximal effect; on the % scale 0 is the no-effect control and ±100 the full control effect; nearly all actives have a fitted effect of over 60% in size
#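 KB-V1, DMEM (no phenol red) + 10% FBS; cpd pin-transferred, titration series; 72 h, 37 degrees C; CellTiter-Glo, luminescence. Data normalized, curve-fit.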
# KB-3-1 cytotox – kills parental KB-3-1 adenocarcinoma cells. AID 1347075. Potency, µM (top dose mostly 46.1 µM), for the others: at the top dose activity change, negative = cytotoxic, usual class: cytotoxic. hit rate 1.4% among 400,000. KB-3-1 viability, CellTiter-Glo ATP luminescence, 72 h; further: potency means the concentration at half of the fitted maximal effect; on the % scale 0 is the no-effect control and ±100 the full control effect; nearly all actives have a fitted effect of over 60% in size
#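 Here the drug-naive KB-3-1 line serves as comparator for MDR sub-line selectivity; cells received compound titrations, 72 h at 37 °C, then CellTiter-Glo readout.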
# The depositor's hits bear a star; i = inactive; u = inconclusive; x = no result given; & = joins results of further samples; [ ] = another dose, or the depositor's remark. Unless noted, the call rests on the fitted dose curve; in most records, active means well fitted curve in the direction sought with a large enough effect; inconclusive means small, poorly fitted or top-dose-only effect, or another doubt; inactive means no such curve, though single readings can be large; an effect the other way counts as inactive or inconclusive.
no.	mol	DRD3 agonist	HT1080-NT tox	IL1B secr inh	GLP-1R agonist	HT1080 IDH1KD tx	SW480 rereplic	D3 antag	KB-V1 MDR tox	KB-3-1 cytotox
1	Cn1c(=O)c2[nH]c(N3CCCCC3)nc2n(C)c1=O	10	4%	29	6%	1%	2%	8	10%	24%
2	CCc1nc(C)cn1S(=O)(=O)c1cc([N+](=O)[O-])ccc1Cl	-11	4.1µM*	-83*	14%	3.3µM*	4.1µM*	-14	u	-22%
3	CC(=O)N1c2ccc(S(=O)(=O)N3CCC(C(=O)N4CCN(c5ccc(Cl)cc5)CC4)CC3)cc2CC1C (centres undefined)	-1	-4%	u	-2%	-17%	-23%	-4	-3%	0%
4	CN(CCOC(=O)c1cccc(F)c1)Cc1ccccc1	-6	2%	7	20%	0%	10%	-88*	0%	-1%
5	Cc1cc(/C=C(\C#N)C(=O)Nc2ccc(F)cc2)c(C)n1-c1ccc(N2CCOCC2)c([N+](=O)[O-])c1	-1	-1%[9.24 µM]	-13	-10%	-15%	2%	-5	-4%	u
6	O=C(O)c1ccc(-n2cc(C(=O)c3ccccc3O)cn2)cc1	-1	-2%	34	-4%	0%	1%	-13	19%	13%
7	COc1ccccc1-c1cc(C(=O)Nc2c(C)n(C)n(-c3ccccc3)c2=O)no1	2	-1%	-9	-5%	-2%	0%	-13	15%	-9%
8	O=C(C=Cc1cccc(O)c1)c1ccccc1O	-5	u	-93*	12%	u	u	-19	-29%	u
9	CC1CC2(C)Oc3ccccc3C3OCC1(CO)C(C)C32 (centres undefined)	12	16%	18	-7%	7%	-6%	17	10%	8%
10	O=S(=O)(c1cccc(-c2n[nH]c(=S)n2-c2ccccc2Cl)c1)N1CCOCC1	-1	-8%	39	3%	-7%	0%	u	17%	1%
11	Cc1cccc(C2Nc3ccccc3C(=O)N2CCc2ccccc2)n1 (centres undefined)	-2	2%	2	1%	-9%	5%	-22	-10%	9%
12	Cc1ccc(C)c(NC(CC(=O)c2ccccc2)C(=O)OCC(=O)c2cccs2)c1 (centres undefined)	-11	-1%	7	-11%	-1%	-3%	-20	0%	8%
13	O=C(NC1CCCC1)c1ccc(COc2ccccc2Br)o1	-3	-4%	-5	10%	-1%	0%	-17	2%	10%
14	CC(C(=O)Nc1ccc2c(c1)OCCO2)N1Cc2ccccc2C1=O (centres undefined)	0	0%	-8	-5%	3%	3%	-8	0%	u
15	CCC1CCCCN1Cc1c(O)ccc2c(=O)c(-c3ccccc3OC)coc12 (centres undefined)	-2	0%	9	-4%	4%	26%	-5	-1%	0%
16	COc1cccc(-c2cc(C(=O)O)[nH]n2)c1	-1	17%	15	-2%	21%	-7%	33	-3%	5%
17	CCN1CCN(C(=O)c2cnn(-c3ccc(F)cc3)c2-n2cccc2)CC1	-10	x	x	7%	x	x	x	-17%	2%
18	COc1cccc(/C=C2/SC(=S)N(CCCC(=O)Nc3ccc(O)cc3)C2=O)c1	-2	u	-85*	-4%	u	u	u	u	-71%
19	O=C1CC2(CCCC2)Oc2ccc(Cl)cc21	-5	11%	14	-3%	7%	5%	0	u	0%
20	O=C(CSC1CC(=O)N(c2ccc(C(=O)O)cc2)C1=O)Nc1ccc2ccccc2c1 (centres undefined)	-3	0%	-3	-1%	-5%	-3%	-4	23%	8%
21	C[C@H](CO)N1C[C@H](C)[C@@H](CN(C)S(=O)(=O)c2ccccc2)Oc2ccc(NC(=O)Nc3ccc4c(c3)OCO4)cc2C1=O	0	-4%	-19	0%	0%	3%	9	0%	-2%
22	O=C(c1ccc(S(=O)(=O)N2CCc3ccccc3C2)cc1)N1CCCCC1	3	-4%	22	-3%	-4%	u	8	-5%	2%
23	C=CCn1c(C(CC)CC(C)(C)O)n[nH]c1=S (centres undefined)	15	11%	0	-6%	6%	1%	30	u	21%
24	Cn1cnnc1SCc1nc(N)nc(Nc2ccccc2)n1	-1	-10%	10	3%	1%	-4%	14	22%	0%
25	COC(=O)[C@@]12C[C@@H](CC(=O)N3CCN(C(=O)c4ccco4)CC3)C(=O)N(Cc3ccccc3)C1=CCC(C)(C)C2	3	9%	-5	x	-1%	x	19	-14%	11%
26	COc1ccccc1CNC(=O)COC(=O)c1cccc(S(=O)(=O)N2CCOCC2)c1	2	15%	3	2%	11%	u	1	27%	-3%
27	CCOC(=O)Cc1csc(NC(=O)CN(C)S(=O)(=O)c2cccc3cccnc23)n1	-4	0%	-7	8%	-3%	-15%	-18	0%	-4%
28	O=C(Nc1ccc(O)cc1)c1cccc(Oc2ccc([N+](=O)[O-])cc2)c1	0	u	-68*	17%	u	u	-10	-15%	u
29	COc1cc(NC(=O)c2ccccc2-n2cnnn2)cc(OC)c1	2	12%	16	-1%	16%	-7%	7	15%	10%
30	c1ccc2c(CN3CCOCC3)csc2c1	-5	7%	17	-3%	3%	-693%[inhibitor]	-21	-7%	20%
31	C=CCn1c(SCC)nc2sc3c(c2c1=O)CCc1ccccc1-3	-5	4%	28	16%	-3%	-9%	-11	u	-27%
32	Cc1cc(-n2c(C)cc(C(=O)CSc3nnnn3-c3ccccc3)c2C)no1	11	u	-22	5%	u	8%	25	u	-18%
33	Cc1ccc(NS(=O)(=O)c2cccc(C(=O)NNC(=O)c3cccn3C)c2)c(C)c1	3	2%	-29	-9%	9%	3%	2	-23%	7%
34	CCOc1ccc2nc(NS(=O)(=O)c3ccc4c(c3)n(C)c(=O)n4C)sc2c1	3	3%	27	0%	8%	-1%	-12	20%	24%
35	O=C(COC(=O)/C=C/c1ccco1)NCc1ccc(Cl)cc1Cl	6	-2%	-15	10%	-16%	25%	-8	2%	0%
36	O=C(c1ccc(F)cc1F)N1CCCc2ccccc21	2	-4%	-6	4%	0%	-1%	-14	0%	0%
37	O=C(Cc1ccccc1)Nc1ccccc1N1CCN(c2ccccc2)CC1	-2	-3%	u	0%	0%	2%	9	-25%	-25%
38	COc1ccc(CC(=S)N2CCOCC2)cc1F	-2	25%	2	3%	10%	-4%	10	-5%	9%
39	Oc1ccc(C23CCCC2C2(CCCC2)c2ccc(O)cc2O3)c(O)c1 (centres undefined)	2	u	-9	7%	-17%	u	6	6%	u
40	O=[N+]([O-])c1ccc(-c2nn(-c3ccccc3)cc2/C=N/n2c(-c3cccs3)n[nH]c2=S)cc1	4	17%	44	5%	-1%	1%	5	0%	-6%
41	Cn1c(=O)c2ncn(CC(=O)NC3CCCCCC3)c2n(C)c1=O	-1	2%	16	3%	2%	-9%	-13	3%	16%
42	O=C(COc1ccccc1)Nc1ccc(Cl)c(-c2nc3ncccc3o2)c1	1	20%	-5	15%	20%	-4%	21	17%	-1%
43	Cc1ccc(C(=O)OCC(=O)NCCc2ccc(F)cc2)cc1S(=O)(=O)N1CCOCC1	-2	16%	10	-6%	8%	-8%	-5	3%	5%
44	COc1ccc(C)cc1NC(=O)C(NCC1CCCO1)c1ccccc1 (centres undefined)	-12	-4%	-9	5%	-23%	28%	u	16µM*	-1%
45	CCc1nc2c(sc3nc4c(cc32)COC(C)(C)C4)c(=O)n1CCN(CC)CC	-1	-1%	6	7%	u	-6%	-8	-5%	-2%
46	NN=C(NN=Cc1ccccc1)c1ccccc1	-3	12%	18	4%	21%	-2%	-27	u	-1%
47	CC(C)Cc1nnc(NC(=O)CCC(=O)N2CCN(c3ccc([N+](=O)[O-])cc3)CC2)s1	10	u	-11	4%	-3%	u	15	-29%	-3%
48	CC1Cc2ccccc2N1C(=O)CSc1ccccn1 (centres undefined)	3	1%	-25	23%	5%	x	-11	-25%	0%
49	O=C(COC(=O)c1cc(Cl)ccc1[N+](=O)[O-])NC1CC1	0	5%	-12	7%	17%	-19%	-5	u	24%
50	CCCc1ccc(C(O)c2ncc(-c3cccc(C)c3)[nH]2)cc1 (centres undefined)	1	u	-16	12%	u	x	0	4%	0%

# Next entries follow.
no.	mol	DRD3 agonist	HT1080-NT tox	IL1B secr inh	GLP-1R agonist	HT1080 IDH1KD tx	SW480 rereplic	D3 antag	KB-V1 MDR tox	KB-3-1 cytotox
51	CCc1nc2c(OCCOc3ccc(F)cc3)cccn2c1N(C)C(=O)CC(C)C	-1	0%	-2	10%	3%	x	1	u	-22%
52	O=C(CC(c1ccccc1)(c1ccccc1)c1ccccc1)N[C@@H](Cc1ccc(O)cc1)C(=O)O	7	14%	15	-3%	22%	-12%	18	-8%	14%
53	COc1ccc2nc(NC(=O)C3CCN(C(=O)c4ccc(F)cc4)CC3)sc2c1	7	9%	i	-3%	-11%	0%	12	u	-11%
54	O=C(NNC1CC(=O)N(c2ccc(Cl)cc2)C1=O)c1ccccn1 (centres undefined)	-1	3%	18	4%	3%	-26%	16	0%	-2%
55	Cc1nc(CNC(=O)CC2C(=O)NCCN2Cc2ccoc2)nc2c1CCCC2 (centres undefined)	-3	13%	7	-4%	9%	-9%	21	1%	-7%
56	O=C(NCCCO)c1ccc2nc(-c3ccco3)c(-c3ccco3)nc2c1	4	-19%	-20	8%	-9%	-12%	15	14%&3%	0%&14%
57	NNc1ccc(Cl)nn1	-9	-24%	72	21%	-16%	4%	0	-1%	11%
58	Cc1nn(-c2ccccc2)c2nc(C(F)(F)F)[nH]c(=O)c12	2	13%	-4	-5%	15%	-5%	29	-6%	-15%
59	CCOC(=O)c1ccc(Nc2ncccc2[N+](=O)[O-])cc1	-12	-2%	-1	4%	-6%	-2%	2	-12%	-16%

# A draw from above in order of length of the SMILES, ascending:
no.	mol	DRD3 agonist	HT1080-NT tox	IL1B secr inh	GLP-1R agonist	HT1080 IDH1KD tx	SW480 rereplic	D3 antag	KB-V1 MDR tox	KB-3-1 cytotox
57	NNc1ccc(Cl)nn1	-9	-24%	72	21%	-16%	4%	0	-1%	11%
55	Cc1nc(CNC(=O)CC2C(=O)NCCN2Cc2ccoc2)nc2c1CCCC2 (centres undefined)	-3	13%	7	-4%	9%	-9%	21	1%	-7%
52	O=C(CC(c1ccccc1)(c1ccccc1)c1ccccc1)N[C@@H](Cc1ccc(O)cc1)C(=O)O	7	14%	15	-3%	22%	-12%	18	-8%	14%

# Screening results as filed in PubChem BioAssay.
